Screening data deposited in PubChem by National Center for Advancing Translational Sciences (NCATS).
Pf growth 48h: P. falciparum growth inhibition at 48 hours (one generation). Potency, µM (titrated, usually from 28.7 µM), for the others: at the highest dose activity change, negative = inhibition, hits mostly inhibitors. P. falciparum luciferase growth in erythrocytes, 48 h. actives 5.9% (n = 310,000); also: potency is read from the fitted curve at half-maximal effect; % is scaled to controls: 0 for no effect and ±100 for the full control effect
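Here the parasites carry a stable luciferase gene and grow inside erythrocytes in Albumax-based RPMI medium with compound for one erythrocytic cycle. Activity is scored as loss of luminescent signal.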
Pf growth 96h: P. falciparum growth inhibition at 96 hours | Potency, µM (highest dose often 28.7 µM), inactives show at the highest dose activity change, negative = inhibition, most hits filed as inhibitors | actives 6.9% (n = 320,000) | P. falciparum luciferase reporter growth, 96 h; also: potency is read from the fitted curve at half-maximal effect; % is scaled to controls: 0 for no effect and ±100 for the full control effect
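Delayed-death screen, second-generation endpoint: infected erythrocytes, 2% hematocrit, 0.05% parasitemia final; 96 hours at 37 C, 5% CO2; luciferase detection reagent; luminescence decrease equals reduced growth.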
Cycloheximide cs: counter-screen hit for Shiga toxin inhibitors, cycloheximide; cell reporter, cycloheximide protein synthesis inhibition counterscreen; max response, %; actives 12% (n = 300,000); AID 2314; in the data active = max response mostly above about 13%, no sharp cut-off; inactive = mostly below about 14%; also: read at 38.3 µM for the half of the compounds with a filed dose; 0% is about no effect
Giardia FBPA inh: blocks Giardia fructose-bisphosphate aldolase activity; actives 0.71% (n = 290,000); A8B2U2; purified Giardia FBPA; Potency, µM (top dose mostly 59.6 µM), without a hit: at the top dose activity, negative = inhibition, usual class: inhibitors; also: potency is read from the fitted curve at half-maximal effect; % is scaled to controls: 0 for no effect and ±100 for the full control effect; nearly all actives have a fitted effect of over 55% in size
Target sequence (A8B2U2 whole entry, looked up): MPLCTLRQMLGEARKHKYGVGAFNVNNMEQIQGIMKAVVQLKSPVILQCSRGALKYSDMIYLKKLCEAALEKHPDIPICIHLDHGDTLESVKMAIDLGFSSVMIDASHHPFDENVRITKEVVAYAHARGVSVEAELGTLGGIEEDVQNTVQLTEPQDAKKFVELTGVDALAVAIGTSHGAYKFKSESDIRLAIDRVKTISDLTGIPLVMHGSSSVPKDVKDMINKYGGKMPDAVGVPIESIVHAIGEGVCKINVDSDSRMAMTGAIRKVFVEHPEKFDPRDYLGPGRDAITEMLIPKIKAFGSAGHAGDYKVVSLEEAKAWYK
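40 nM FBPA preincubated 10 min at RT with compound (up to 57.5 uM final), then substrate plus GAPDH/TPI/NAD/arsenate coupling and diaphorase/resazurin added. Fluorescence read after 20 min at RT, 525/598 nm.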
Sm TGR inh: inhibitors of Schistosoma mansoni thioredoxin glutathione reductase | actives 3% (n = 360,000) | purified TGR, DTNB reduction, TNB absorbance 405 nm | Potency, µM (series often up to 114 µM), for inactives: at the highest dose activity change, negative = inhibition, most hits filed as inhibitors | Q962Y6; also: potency is read from the fitted curve at half-maximal effect; % is scaled to controls: 0 for no effect and ±100 for the full control effect; nearly all actives have a fitted effect of over 60% in size
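Kinetic colorimetric format: TGR-catalysed, NADPH-driven DTNB reduction monitored via TNB absorbance. Enzyme dispensed at 20 nM; compound exposure 15 min at room temperature before reaction start.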
Shiga toxin inh: blocks Shiga toxin action in Vero cells; inhibition, % at 38.7 µM; actives 9.2% (n = 290,000); Vero cells, Shiga toxin protein synthesis inhibition reporter; AID 2315; in the data active = inhibition mostly above about 28%, no sharp cut-off; inactive = mostly below about 43%; also: 0% is about no effect
The depositor's hits bear a star; ? = inconclusive; nt = not tested or not shown; + = active, no number; & = joins results of further samples; ! = not confirmed by another sample; [ ] = another dose, or the depositor's remark. Unless noted, calls follow the shape of the dose curve; as a rule, active = well fitted curve in the direction sought with a large enough effect; inconclusive = small, poorly fitted or top-dose-only effect, or another doubt; inactive = no such curve, though single readings can be large; an effect the other way counts as inactive or inconclusive.

SMILES	Pf growth 48h	Pf growth 96h	Cycloheximide cs	Giardia FBPA inh	Sm TGR inh	Shiga toxin inh
O=C(CN(CCO)c1ccccc1)NC12CC3CC(CC(C3)C1)C2	20%	-23%	1	5%	7%	-5
COc1ccc(Br)cc1C1NC(=O)c2c(sc3c2CCN(C)C3)N1 (stereo unspecified)	35%[activator]	26%	-1	-21%	0%	-7
CCCS(=O)(=O)N1CCCC(C(=O)NCCc2cccc(C)c2)C1 (stereo unspecified)	-7%[0.00184 µM]	?	-3	-2%	2%	-5
CCOc1ccccc1NC(=O)CCN1CCN(S(=O)(=O)c2ccc(Br)cc2)CC1	?	0%	-3	-3%	10%	1
CN1CCC(N(C)C(=O)c2sc3cc(F)ccc3c2Cl)CC1	2%	13%	2	-8%	11%	42
O=C(COC(=O)/C=C/C(=O)OCC(=O)NC12CC3CC(CC(C3)C1)C2)NC12CC3CC(CC(C3)C1)C2	13%	12%	-2	3%	-6%	9
CCOc1cc(/C=C2/SC(=O)N(CC(=O)N3CCc4ccccc4C3)C2=O)ccc1OCC(=O)O	?	?	2	13%	5%	-18
COc1ccc(C(=O)C2CCCN(C(=O)c3cccnc3OC)C2)cc1F (stereo unspecified)	-18%	21%	8	25%	9%	36
COc1cc(/C=N/c2oc(-c3ccccc3)cc2C#N)ccc1O	-8%	4%	19*	-4%	-33%	28
CCOC(=O)COc1ccc(C2CC(C)=NN2c2ccccc2)cc1 (stereo unspecified)	2%	-26%	-2	3%	2%	-8
O=C(c1ccc(F)cc1)C1CCN(C(=O)NCc2ccccc2)CC1	-25%	-6%[5.75 µM]	1	2%	0%	-9
Nc1nc2n(n1)C1(CCCCC1)C1=C(CCCC1)N2	-1%	10µM*	-1	-30%	?	-12
O=C(CC1NCCc2ccccc21)Nc1ccc(Cl)cc1 (stereo unspecified)	223%[activator]	?	16	0%	7%	19
Nc1cc(=O)nc(SCC(=O)N2CCN(c3ccccc3)CC2)n1-c1ccccc1	39%	23%	1	nt	-12%	-7
O=C(COc1ccccc1Cl)NCCC1=CCCCC1	2%	-28%	2	2%	-1%	1
CN(C)C(CNC(=O)c1ccc(NS(=O)(=O)c2ccc(F)c(F)c2)cc1)c1ccccc1 (stereo unspecified)	?	-3%	nt	nt	-1%	nt
O=C(c1cccs1)N1CCN(C(=O)C(c2ccccc2)c2ccccc2)CC1	38%[activator]	?	1	7%	-3%	-9
CCn1c(=O)cc(SCC(=O)Nc2ccc3c(c2)OCCO3)c2ccccc21	83%[activator]	nt	15	17%	2%	-13
Cn1c(NC(=O)/C=C/c2ccco2)cc(=O)n(C)c1=O	2%	25%	19	-28%	28µM*	15
O=C(NCCCN1CCOCC1)c1cnccn1	-14%	48%[activator]	-2	nt	4%	19
CCCN(Cc1ccccc1)C(=S)Nc1ccc(OCC)cc1	19%	42%[activator]	19*	0%	2%	25
CCCn1c(N)c(N2CCCCC2)c(=O)n(CC(=O)Nc2ccccc2C)c1=O	nt	?	1	9%	-2%	1
COc1ccc(CCNC(=O)C(=O)c2cn(CC(=O)N3CCOCC3)c3ccccc23)cc1OC	19%	?	3	10%	-3%	-3
Cc1cc(C)c2oc(C(=O)Nc3ccc(S(=O)(=O)N4CCC(C)CC4)cc3)cc(=O)c2c1	4%	-4%	-2	6%	1%&-7%	-5
O=C(c1ccc(Sc2cccc(Cl)c2)c([N+](=O)[O-])c1)N1CCN(c2ccccn2)CC1	-15%	?	-3	-6%	0%	12
SMILES	Pf growth 48h	Pf growth 96h	Cycloheximide cs	Giardia FBPA inh	Sm TGR inh	Shiga toxin inh
CCOC(=O)c1sc(NC(=O)c2ccc(OC(C)=O)cc2)nc1C	36%[activator]	?	21*	1%	nt	56*
COC(=O)c1c(-c2ccco2)csc1NC(=O)C1CC=CCC1C(=O)O (stereo unspecified)	-26%	?	19	-2%	45µM*	31
O=C(Nc1ccc(C(F)(F)F)cc1[N+](=O)[O-])O[C@H]1[C@H](Cc2ccccc2)NS(=O)(=O)[C@H]2C[C@@H]3C=C[C@]12O3	?	?	nt	nt	-6%	nt
CCC(=O)Nc1ccc(Br)cn1	7%	7%	11	2%	10%	-5
CC(=O)OC(Cn1nc(C)cc1C)c1ccccc1 (stereo unspecified)	8%	?	8	-6%	4%	19
Cc1ccc(CN2CCN(C(=O)c3cccc4ccccc34)CC2)cc1	-14%	4%	-3	?	0%	4
CS(=O)(=O)N(CC(=O)NCCSCc1cccc(Cl)c1)c1ccc2c(c1)OCO2	?	6%	-2	-1%	-3%	-3
O=C(N/N=C/c1cc2cc3c(cc2nc1Cl)OCCO3)c1ccccc1O	-1%	?	-3	-6%	-12%	8
COc1ccc(S(=O)(=O)NCCN2CCNC2=O)cc1OC	12%	19%	-4	2%	0%	-5
CC1CCCN(c2nc3c(c(=O)n(C)c(=O)n3C)n2Cc2ccccc2)C1 (stereo unspecified)	?	-16%	-4	0%	0%	-2
Cc1ccc(Nc2cnn(C34CC5CC(CC(CC(=O)O)(C5)C3)C4)c(=O)c2Cl)cc1C	nt	?	-2	4%	-1%	-13
CC(=O)N/C(=C\c1ccccc1)C(=O)OCC(=O)c1ccc(F)cc1	24%	33%[activator]	nt	nt	-15%	nt
Cn1ccnc1-c1ccc(-c2nccn2C)cc1	0%	0%	-2	-25%	3%	-6
O=C1Nc2ccc(Br)cc2/C1=N/N=C/C1=C(N2CCOCC2)C(=C\c2ccccc2)/CC1	-20%	nt	-2	0%	?	-11
CCOC(=O)c1nnn(-c2nonc2N)c1-c1cccs1	-14%	-3%	8	-17%	7%	12
Cc1onc(-c2ccccc2)c1C(=O)Nc1ccccc1C#N	nt	7%	4	3%	3%	10
CC(=S)c1c(C)cc2cc(C)ccn12	-14%	-2%	0	-17%	18µM*	10
Cc1nn(Cc2ccccc2)c(C)c1/C=N/NC(=O)c1ccccc1O	?	?	42*	4%	7%	99*
CC1(C)C2CC[C@]1(C)C(=O)N(CCCCN1CCN(c3ccccn3)CC1)C2=O	-11%	?	-1	-30%	0%	19
CCCCNC(=S)N1CCN(Cc2ccc3c(c2)OCO3)CC1	-21%	35%[activator]	-5	?	8%	-13
Cc1nc(SC(C)C)[nH]c(=O)c1Cc1ccccc1	-4%	12%	-2	3%	29%	20
O=C(CN(Cc1ccccc1)C(=O)c1cc2c(s1)CCC2)NCc1cccs1	-9%	-8%	-2	nt	-11%	-14
Cc1ccc(OCC(=O)NNC(=O)c2ccc(NC(=O)C3CC3)cc2)c(C)c1	-6%	?	-2	13%	7%	12
CCC(=O)N1C(C(=O)O)CSC1c1ccc(OC)cc1 (stereo unspecified)	nt	135%[activator]	-7	5%	0%	15
CCC(Oc1ccccc1)C(=O)OCC(=O)N(CC)c1c(N)n(Cc2ccccc2)c(=O)[nH]c1=O (stereo unspecified)	-3%	-2%	nt	nt	-10%	nt

Not a retest: entries from further up.
SMILES	Pf growth 48h	Pf growth 96h	Cycloheximide cs	Giardia FBPA inh	Sm TGR inh	Shiga toxin inh
CC(=O)OC(Cn1nc(C)cc1C)c1ccccc1 (stereo unspecified)	8%	?	8	-6%	4%	19
Cc1ccc(CN2CCN(C(=O)c3cccc4ccccc34)CC2)cc1	-14%	4%	-3	?	0%	4
CS(=O)(=O)N(CC(=O)NCCSCc1cccc(Cl)c1)c1ccc2c(c1)OCO2	?	6%	-2	-1%	-3%	-3
O=C(N/N=C/c1cc2cc3c(cc2nc1Cl)OCCO3)c1ccccc1O	-1%	?	-3	-6%	-12%	8
COc1ccc(S(=O)(=O)NCCN2CCNC2=O)cc1OC	12%	19%	-4	2%	0%	-5
CC1CCCN(c2nc3c(c(=O)n(C)c(=O)n3C)n2Cc2ccccc2)C1 (stereo unspecified)	?	-16%	-4	0%	0%	-2

Another view of part of the listing above.
Structure | Pf growth 48h | Pf growth 96h | Cycloheximide cs | Giardia FBPA inh | Sm TGR inh | Shiga toxin inh
CCC(=O)Nc1ccc(Br)cn1 | 7% | 7% | 11 | 2% | 10% | -5
CC(=O)OC(Cn1nc(C)cc1C)c1ccccc1 (stereo unspecified) | 8% | ? | 8 | -6% | 4% | 19
Cc1ccc(CN2CCN(C(=O)c3cccc4ccccc34)CC2)cc1 | -14% | 4% | -3 | ? | 0% | 4

(continued)
SMILES	Pf growth 48h	Pf growth 96h	Cycloheximide cs	Giardia FBPA inh	Sm TGR inh	Shiga toxin inh
COc1ccc(C2/C=C\CN(S(=O)(=O)c3cccs3)CC(=O)N2Cc2ccc(F)cc2)cc1 (stereo unspecified)	?	10µM*	14*!	0%&2%	-4%	18&14
O=C(NCCc1ccncc1)Nc1ccccc1	-25%	nt	1	0%	-16%	12
FC(F)(F)c1nc(-c2ccccc2)ncc1-c1nnnn1-c1ccccc1	?	?	-1	-7%	-4%	6
COc1ccc(C(O)(C2CCCCC2)C(CN2CCOCC2)c2ccccc2)cc1 (stereo unspecified)	?	-3%	-2	-23%	-17%	-10
CC(C)C(=O)NC(=S)Nc1ccccn1	5%	46%[activator]	1	-29%	38%[activator]	-14
CC(C)OC(=O)CSc1nc2cccnc2n1C1CCCCC1	?	6%	2	-13%	-3%	3
CC(C)Nc1nc(SC(C)C(=O)Nc2ccccc2)nc(N(C)C)n1 (stereo unspecified)	?	110%[activator]	7	16%	26%	13
CCOC(=O)Cc1nnc(NC(=O)CSc2nnc3c(n2)[nH]c2ccccc23)s1	?	?	-2	0%	4%	-8
Cc1ccn(-c2ccc([N+](=O)[O-])cc2)n1	29%	?	12*	1%	-5%	42*
COCCNC(=O)c1cccc2c1-c1ccccc1C2=O	nt	?	-1	5%	0%	-7
Cc1ccnc(NC(=O)/C=C/c2ccccc2Cl)c1	122%[activator]	97%[activator]	59*	1%	0%	+
Cc1ccc(C(=O)NC(=S)N2CCN(c3ccc([N+](=O)[O-])cc3)CC2)cc1	1%	3%	6	13%	-9%	10
O=C(NC12CC3CC(CC(C3)C1)C2)c1ccc([N+](=O)[O-])cc1	-11%	131%[activator]	2	-6%	3%	2
Cn1c(SCC(=O)Nc2ccc(Cl)cn2)nnc1C1CC1	3%	-3%	1	nt	-14%	7
COc1ccc(CCNCC2C(Oc3ccc(Cl)cc3)C(=O)N2c2ccccc2C)cc1OC (stereo unspecified)	?	?	-2	-13%	2%	-25
O=S1(=O)CCOC[C@H](CC2CCCCC2)N1Cc1cccc(C(F)(F)F)c1	44%[activator]	44%[activator]	-1	-3%	4%	-8
C/C(=N\N1CCCCCC1)c1c(O)n(C2CCCCC2)c(=O)[nH]c1=O	?	13µM*	11	2%	17%	22
N/N=C(/Cc1nc2ccccc2[nH]1)c1ccc([N+](=O)[O-])cc1	?	45%[activator]	44*	-4%	-11%	141*
CC(O)(C#CCN1CCCCCC1)c1ccccc1 (stereo unspecified)	0%	?	-2	-4%	-27%	10
COc1ccc(OC)c(NC(=O)N2CCCC(C)C2)c1 (stereo unspecified)	4%	15%	-4	-7%	13%	15
CC1CN(c2nc3ccccn3c(=O)c2C=O)CC(C)O1 (stereo unspecified)	20%	12µM*	-4	-2%	25%	23
O=[N+]([O-])c1ccccc1/C=N/n1c(C2CCCCC2)n[nH]c1=S	20%	17%	34*	-2%	-15%	87
Cc1n[nH]c(=O)nc1NCCc1ccccc1	nt	10%	-4	4%	-20%	-5
CNC(=S)N1CCN(c2ccc(Cl)c(Cl)c2)CC1	19%	-1%	-3	0%	-6%	-6
O=C1CSC(c2ccccn2)N1c1ccccc1F (stereo unspecified)	-4%	-85%	4	6%	9%	-15
CCC1CCCCN1C(=O)c1ccc(OC)c(OC2CCN(C(C)=O)CC2)c1 (stereo unspecified)	-5%	18%	2	14%	-1%	1
